# aDG glyco up: alpha-DG glycosylation activation; Pro5-aDG cells, alpha-DG glycosylation AlphaScreen (IIH6); 0% Pro5, 100% B10-LARGE cell signal; activation, % at 10 µM; 0.22% of 360,000 active; AID 624168;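 active means activation of at least 8% versus controls, or a plate z-score of at least 8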;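 further: Pro5 are CHO cells carrying HIG-tagged alpha-DG that lacks glycosylation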
# TRPM1 prom inh: reduces MITF-dependent TRPM1 promoter luciferase signal; SK-MEL-5 TRPM1 promoter luciferase, 24 h; inhibition, % at 12.5 µM; 0.83% of 330,000 active;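 active means mean inhibition across replicates of 60% or more, whatever share of single replicates reaches that level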; further: values of inactives mirror those of a sister screen read the other way
# HIF-2a inh: inhibitors of HIF-2a; 786-0 RCC cells HIF-2a reporter, luciferase luminescence, overnight; inhibition, % at 18.8 µM; 0.72% of 360,000 active; AID 624352;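 active means inhibition of the luminescence signal of 40% or more relative to plate controls, in a single-dose primary screen at 18.75 µM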
# CaV13 ICDI inh: Disruptors of the CACNA1D IQ motif to Ca2+-dependent inactivation inhibitor domain association, primary screening, Förster resonance energy transfer in intact living …; HEK cells, CFP/YFP FRET ICDI-IQ, plate reader, 10 min; percent FRET-ratio fall versus neutral wells; inhibition, % at 12.3 µM; 0.098% of 340,000 active;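 active means mean replicate inhibition of at least 30% and at least 1% of replicates passing that level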;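 further: 0% = median of the neutral control wells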
# Vif inh: inhibitors of HIV Vif; inhibition, % at 7.49 µM; HEK293T cells, Vif self-association by quenched fluorescence, imaging, 24 h; 0.35% of 340,000 active; in the data active means inhibition above about 50%, passing the limit was not always enough; further: some results filed as inactive read as strong as hits
# NR2E3 ag-1: human photoreceptor-specific nuclear receptor agonism | Q9Y5X4 | CHO-S Gal4-NCOR/VP16-NR2E3 two-hybrid, luciferase | inhibition of corepressor binding, % at 3.98 µM | 0.35% of 360,000 active | AID 602229;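 active means inhibition above the mean of all tested compounds plus 3 SD, cut at about 70% in these data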;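 further: 0% = DMSO with NR2E3 transfected cells and 100% = cells lacking NR2E3 construct; higher means lower luciferase signal from less NR2E3 corepressor binding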
# Target sequence (Q9Y5X4 whole entry, looked up, the tested form may be a part): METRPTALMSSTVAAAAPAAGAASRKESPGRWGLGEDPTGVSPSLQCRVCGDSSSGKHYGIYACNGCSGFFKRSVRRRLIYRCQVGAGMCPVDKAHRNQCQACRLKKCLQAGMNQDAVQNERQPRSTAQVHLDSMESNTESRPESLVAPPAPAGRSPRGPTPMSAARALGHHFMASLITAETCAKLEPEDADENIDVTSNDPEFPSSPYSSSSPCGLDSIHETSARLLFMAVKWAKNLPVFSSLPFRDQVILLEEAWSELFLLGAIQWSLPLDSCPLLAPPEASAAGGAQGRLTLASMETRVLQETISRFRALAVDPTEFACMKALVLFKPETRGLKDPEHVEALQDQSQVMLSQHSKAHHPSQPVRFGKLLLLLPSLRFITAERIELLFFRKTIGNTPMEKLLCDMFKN
# hiPSC survival: increases survival of single human iPS cells; 0.044% of 360,000 active; survival enhancement, % at 20 µM; AID 602274; hiPSC single-cell survival, ATPlite luminescence; 100% = ROCK inhibitor wells, 0% = DMSO; in the data active means survival enhancement above about 18%;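 further: cells exposed to compounds for 16 hours before the ATP read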
# Peg3 promoter: inhibitors of Peg3 promoter. inhibition, % at 20 µM. 1.7% of 360,000 active. HeLa PEG-Prom luciferase reporter, luminescence, overnight;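 active means inhibition of at least 50% at 20 µM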
# NR2E3 ag-2: activates human photoreceptor nuclear receptor NR2E3. inhibition of corepressor binding, % at 4.78 µM. GST-NR2E3/biotin-RetCOR TR-FRET, 1536-well. Q9Y5X4. AID 2300. 0.12% of 320,000 active;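 active means percent inhibition above the cutoff of mean plus 3 SD of all tested compounds, set per screening campaign, cut at about 20% in these data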;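 further: 0% = DMSO wells and 100% = biotin wells as full block of FRET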
#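 Material: NR2E3–RetCOR corepressor complex / Amount: 1.35 nM GST-NR2E3 / Medium: Tris pH 7.5 / Compound: single nominal compound dose of 4.8 µM / Incubation: 5 h at 4 °C / Technique: TR-FRET, Eu(K)-anti-GST donor, streptavidin-D2 acceptor, ex 340, em 617/671 nm / Read-out basis: percent loss of FRET ratio relative to control wells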
# PDI inh: blocks human protein disulfide isomerase activity; P07237; PDI insulin aggregation turbidity, A650, 90 min; inhibition, % at 10 µM; 0.052% of 350,000 active;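 active means mean inhibition across replicates of 30% or more, whatever share of single replicates reach that level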;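 further: absorbance from insulin aggregation driven by PDI reduction with DTT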
# Target sequence (P07237 whole entry, looked up): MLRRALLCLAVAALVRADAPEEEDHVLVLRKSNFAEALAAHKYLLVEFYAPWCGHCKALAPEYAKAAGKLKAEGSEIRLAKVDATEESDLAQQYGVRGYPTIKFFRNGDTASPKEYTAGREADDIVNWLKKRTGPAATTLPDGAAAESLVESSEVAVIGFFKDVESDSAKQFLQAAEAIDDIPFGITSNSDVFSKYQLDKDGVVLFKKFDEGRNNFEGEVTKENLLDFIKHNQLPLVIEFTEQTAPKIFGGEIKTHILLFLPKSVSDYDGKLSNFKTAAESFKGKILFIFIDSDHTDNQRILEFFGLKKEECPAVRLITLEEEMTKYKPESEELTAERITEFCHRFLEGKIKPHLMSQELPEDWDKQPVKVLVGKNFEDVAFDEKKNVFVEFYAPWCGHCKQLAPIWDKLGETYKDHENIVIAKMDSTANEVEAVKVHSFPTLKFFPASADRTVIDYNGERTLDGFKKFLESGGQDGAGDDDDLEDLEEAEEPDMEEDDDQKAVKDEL
# Exocytosis inh: blocks lytic granule exocytosis | TALL-104 LAMP-1 surface exposure, flow cytometry; cells stimulated with thapsigargin and PMA | inhibition, % at 10 µM | 0.66% of 360,000 active;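 active means inhibition above about 55%, limit read from the data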
# * marks the source's active call; other numbers are inactive results; / = not tested or not shown.
SMILES	HIF-2a inh	Exocytosis inh	Peg3 promoter	NR2E3 ag-2	CaV13 ICDI inh	hiPSC survival	aDG glyco up	PDI inh	Vif inh	NR2E3 ag-1	TRPM1 prom inh
COc1ccc(C(=O)Nc2ccccc2C(=O)NC(C)C)cc1OC	-13	-3	10	-3	-6	-0.8	-0.1	-6	/	-11	-7
CC1(C)CC(CC(=O)NC(=S)Nc2ccc([N+](=O)[O-])cc2)C(=O)O1 (configuration not stated)	-1	1	18	-1	-2	3.0	-0.4	-5	5	-18	-3
COCCC(=O)N1CCC(Oc2ccc(C(=O)N3CCCCC3COC)cc2)CC1 (configuration not stated)	-7	-8	3	2	-2	-0.1	-0.2	1	2	2	-11
O=c1c2cc3ccccc3n2cnn1Cc1ccccc1F	6	2	24	-3	-5	3.0	0.5	1	1	-90	9
COC(=O)c1cccc(S(=O)(=O)N2CCN(c3nc4ccccc4s3)CC2)c1	-1	2	-5	0	-5	1.5	0.2	6	5	-11	-30
O=C(NC1CCCCC1c1ccccc1)c1ccccc1 (configuration not stated)	7	-12	7	/	-5	0.5	0.1	-1	10	-16	0
CCOC(=O)c1cccc(NC(=O)CSc2nncn2-c2ccccn2)c1	-8	-14	0	-5	-3	-0.6	-0.1	-5	3	-25	8
COc1ccc(C2C=C(C34CC5CC(CC(C5)C3)C4)NC(=S)N2)cc1OC (configuration not stated)	14	-2	9	-4	-5	-0.5	0.9	-6	1	-16	2
CN(C)CCNc1ncnc2c1ncn2[C@H]1CN(C)C[C@@H](CO)O1	8	13	-11	/	-10	-0.1	-0.3	2	11	-1	/
CC(C)CC(N)c1csc(NC(=O)Nc2ccccc2-c2ccccc2)n1 (configuration not stated)	2	14	104*	/	-6	-4.7	0.7	2	2	33	/
COc1cc(/C=N/NC(=O)c2cnccn2)cc(OC)c1OC	5	-5	-2	-1	-5	-0.1	0.0	0	7	-9	-11
CC(=O)c1sc(NC(=O)C2CCN(C(=O)c3ccccc3C)CC2)nc1-c1ccccc1	-7	0	11	6	-7	1.6	0.0	-3	-14	15	9

# 10 entries from above, ordered by length of the SMILES, smallest number first.
SMILES	HIF-2a inh	Exocytosis inh	Peg3 promoter	NR2E3 ag-2	CaV13 ICDI inh	hiPSC survival	aDG glyco up	PDI inh	Vif inh	NR2E3 ag-1	TRPM1 prom inh
O=C(NC1CCCCC1c1ccccc1)c1ccccc1 (configuration not stated)	7	-12	7	/	-5	0.5	0.1	-1	10	-16	0
COc1cc(/C=N/NC(=O)c2cnccn2)cc(OC)c1OC	5	-5	-2	-1	-5	-0.1	0.0	0	7	-9	-11
COc1ccc(C(=O)Nc2ccccc2C(=O)NC(C)C)cc1OC	-13	-3	10	-3	-6	-0.8	-0.1	-6	/	-11	-7
CCOC(=O)c1cccc(NC(=O)CSc2nncn2-c2ccccn2)c1	-8	-14	0	-5	-3	-0.6	-0.1	-5	3	-25	8
CC(C)CC(N)c1csc(NC(=O)Nc2ccccc2-c2ccccc2)n1 (configuration not stated)	2	14	104*	/	-6	-4.7	0.7	2	2	33	/
CN(C)CCNc1ncnc2c1ncn2[C@H]1CN(C)C[C@@H](CO)O1	8	13	-11	/	-10	-0.1	-0.3	2	11	-1	/
COCCC(=O)N1CCC(Oc2ccc(C(=O)N3CCCCC3COC)cc2)CC1 (configuration not stated)	-7	-8	3	2	-2	-0.1	-0.2	1	2	2	-11
COc1ccc(C2C=C(C34CC5CC(CC(C5)C3)C4)NC(=S)N2)cc1OC (configuration not stated)	14	-2	9	-4	-5	-0.5	0.9	-6	1	-16	2
CC1(C)CC(CC(=O)NC(=S)Nc2ccc([N+](=O)[O-])cc2)C(=O)O1 (configuration not stated)	-1	1	18	-1	-2	3.0	-0.4	-5	5	-18	-3
CC(=O)c1sc(NC(=O)C2CCN(C(=O)c3ccccc3C)CC2)nc1-c1ccccc1	-7	0	11	6	-7	1.6	0.0	-3	-14	15	9

# Following part
SMILES	HIF-2a inh	Exocytosis inh	Peg3 promoter	NR2E3 ag-2	CaV13 ICDI inh	hiPSC survival	aDG glyco up	PDI inh	Vif inh	NR2E3 ag-1	TRPM1 prom inh
O=C1c2cccc(OCC(=O)N3CCCc4ccccc43)c2CCN1Cc1ccccc1	-8	-3	17	-1	-14	-1.5	0.0	0	-6	15	-17
O=C(COC(=O)CCSc1ccccc1Cl)NCc1ccco1	14	-2	14	3	-2	0.0	-0.1	8	-8	-4	-2
O=C(Nc1cccc(Cl)c1)c1cnccn1	-96	-9	-57	1	-20	-0.6	-0.1	0	-17	-26	-15
Cc1ccc(NC(=O)CN2C(=O)NC3(CCC(C)CC3)C2=O)c(Cl)c1 (configuration not stated)	27	-5	6	0	-3	1.6	0.0	10	-2	5	1
COc1ccc(CCN2C(=O)NC(NS(=O)(=O)c3ccc(N)cc3)(C(F)(F)F)C2=O)cc1OC (configuration not stated)	6	-9	8	3	-14	0.0	0.1	5	9	-21	10
CCc1ccc(C(=O)c2oc3nc(C)cc(C)c3c2N)cc1	-115	2	-61	3	/	-2.3	0.1	6	-12	-13	-19
O=C1NC[C@@H](CCCCN2CCN(Cc3ccccc3)C(=O)C2=O)N(CCC2CCCCC2)C1=O	1	14	/	/	-4	0.6	-0.1	/	/	-5	/
Cn1c(N)c(C(=O)COC(=O)c2ccc(-c3ccccc3)cc2)c(=O)n(C)c1=O	-27	0	17	/	-7	4.0	0.2	2	6	22	-5
O=C(Cc1ccc([N+](=O)[O-])cc1)N1CCCCCC1	6	1	-3	-1	-3	0.3	-0.2	-1	7	-3	-21
Cc1cc(F)ccc1NCc1cccnc1	5	-4	-2	2	/	-1.6	0.0	3	1	2	-1
COc1cc(C=Nc2cccc([N+](=O)[O-])c2C)ccc1OC(C)=O	10	-6	-1	0	-6	4.6	-0.2	16	1	-6	-4
CC(C)(C)SCCNC(=O)/C=C/c1ccc([N+](=O)[O-])cc1	-37	-4	-14	2	-13	1.1	0.1	2	-5	/	-4

SMILES	HIF-2a inh	Exocytosis inh	Peg3 promoter	NR2E3 ag-2	CaV13 ICDI inh	hiPSC survival	aDG glyco up	PDI inh	Vif inh	NR2E3 ag-1	TRPM1 prom inh
Cc1ccc(NC(=O)c2ccc(F)c(S(=O)(=O)N3CCOCC3)c2)cc1F	-48	7	-44	2	-3	0.4	2.6	1	4	14	3
CCCCOc1ccc(C(=O)N2CC(C)OC(C)C2)cc1 (configuration not stated)	7	-2	6	0	-8	-0.5	0.7	-1	-15	-20	3
Cc1cccc(C)c1NC(=O)CSc1nnc(-c2ccoc2C)n1C	14	3	15	1	/	-2.0	0.0	-2	/	8	-3
COc1ccc(S(=O)(=O)N2CCC(C(=O)N[C@@H](C)C(=O)NCc3ccccn3)CC2)cc1	-3	-1	2	/	-12	-2.3	-0.3	-1	/	-18	/
Cc1cc(C)c[n+](-c2nc3ccccc3nc2[N-]S(=O)(=O)c2ccc(Cl)cc2)c1	-4	1	9	2	-3	-1.9	-0.3	-4	-9	-10	0
CCOC(=O)c1ccc(NC(=O)CCS(=O)(=O)c2ccc(Br)s2)cc1	18	1	20	2	-4	-0.1	0.2	2	1	0	5
Cc1cc(C)n2ncc(C(=O)NCc3ccc(Cl)cc3)c2n1	9	-2	-9	4	-4	4.4	0.7	4	0	0	10
COc1ccc(/C=C2\CCC(C3CCCC3)C2=O)cc1 (configuration not stated)	-248	1	-308	2	-20	0.8	0.1	13	-8	-2	-91
COc1ccc2c(c1)CC/C(=C\C=C\c1ccccc1)C2=O	-222	1	-232	3	-4	-1.1	0.1	0	-8	-117	-22
CCOc1ccc(NC(=O)CC2C(=O)N(c3ccccc3)C(=O)N2Cc2ccco2)cc1 (configuration not stated)	14	-1	11	-1	-19	-0.7	0.6	5	-1	5	-3
CCOc1ccc(CN2CCNC(=O)C2CC(=O)NC2CCCCCC2)cc1 (configuration not stated)	12	3	16	1	-5	-0.4	0.1	20	4	-16	-5
CCc1ccccc1NC(=O)Cn1nnc(C(=O)NCc2cccs2)c1N	20	2	14	0	-7	-1.1	-0.6	-6	18	-62	17

SMILES	HIF-2a inh	Exocytosis inh	Peg3 promoter	NR2E3 ag-2	CaV13 ICDI inh	hiPSC survival	aDG glyco up	PDI inh	Vif inh	NR2E3 ag-1	TRPM1 prom inh
Cc1cc(C)c(NC(=O)CN2CCN(C)CC2)c(C)c1	-73	1	-13	2	-2	2.9	0.0	/	11	-23	-13
Cc1ccc(S(=O)(=O)Nc2c(C)cc(C)nc2Cl)cc1	19	-6	-6	3	-4	1.1	-0.2	-2	-7	-22	4
COc1cc(/C=N/NC(=O)c2ccccc2)ccc1OS(=O)(=O)c1ccccc1	18	-4	23	4	-4	1.0	0.8	-10	0	-46	-10
COc1cccc(C(=O)Nn2c(-c3cccs3)nc3ccccc3c2=O)c1OC	11	-2	22	1	-5	5.9	-0.2	-11	21	-23	17
CC[N+](CC)(CC)CCC(O)(c1ccccc1)C1CCCCC1 (configuration not stated)	1	1	10	-2	-5	1.8	0.0	5	0	6	10
COc1ccc(CN(Cc2ccco2)S(=O)(=O)c2ccc(S(=O)(=O)N3CCCC3)cc2)cc1	10	2	12	3	-4	-0.3	0.0	1	-9	-19	-12
COc1ccc(N2CCN(CC(O)COCCOc3ccc(Br)cc3)CC2)cc1 (configuration not stated)	14	7	12	0	-3	-0.4	-0.1	5	10	-4	-10
CCc1noc(C)c1C(=O)OCC(=O)N(CC)c1c(N)n(Cc2ccccc2)c(=O)[nH]c1=O	15	-5	10	2	-3	0.5	-0.1	0	-15	10	3
Cc1ccc2c(c1)c1c3n2CCN(C(=O)C2CC2)C3CCC1 (configuration not stated)	-176	-1	-65	2	-8	1.6	0.0	-15	/	-46	/
CS(=O)(=O)NCCSc1cc(C(F)(F)F)nc2ccccc12	13	2	9	0	-4	-0.3	-0.1	3	-3	-14	2
COc1ccccc1NS(=O)(=O)c1ccc(/C=C/C(=O)N2CCN(C(C)=O)CC2)cc1	-33	3	-36	2	-5	-1.9	0.0	11	6	7	-4
CC(C)(C)C1=C(C#N)C(c2cc3c(cc2Br)OCO3)C(C#N)=C(N)O1 (configuration not stated)	10	-2	2	4	/	0.3	0.2	14	8	8	7

SMILES	HIF-2a inh	Exocytosis inh	Peg3 promoter	NR2E3 ag-2	CaV13 ICDI inh	hiPSC survival	aDG glyco up	PDI inh	Vif inh	NR2E3 ag-1	TRPM1 prom inh
CCOC(=O)N(C)c1ccc(C(O)(C(F)(F)F)C(F)(F)F)cc1	-42	2	-18	7	-1	5.3	0.4	13	-8	-15	-16
CC(NC(=O)CNC(=O)OCc1ccccc1)C(=O)N1CC(O)CC1C(=O)OCc1ccccc1 (configuration not stated)	15	0	11	1	0	2.3	-0.1	-2	-5	-12	6
CCN(C[C@H]1N[C@@](CC)(C(=O)OC)[C@H]2C(=O)N(C)C(=O)[C@@H]12)C(=O)Nc1ccc(Cl)cc1	-29	-2	-24	/	-2	-2.2	0.0	-5	4	-6	-23
Cc1ccc(C(=O)Cc2ccccc2)cc1	-118	-2	-112	/	-10	-0.5	0.2	7	-5	-23	-68

# This is a random part of the collection (roughly 3.5% active in at least one column).
